# Yeast growth inh – growth inhibitors of yeast BB579 in restrictive medium, primary screen, yeast lifespan-shortening project, S. cerevisiae; OD615, 48 h; inhibition, % at 10 µM; hit rate 0.51% among 140,000;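 active = inhibition above a set limit, 3 SD over the mean compound inhibition, cut at about 44% in these data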; note: inactives centre near -24
#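 Test system: DeaD yeast strain BB579 / Buffer or medium: restrictive glucose-based CSMM-D medium / Doses: single 10 µM dose / Schedule: 4 h cell preincubation, 48 h compound exposure, 30 °C humidified / Technique: culture absorbance at 615 nm / Controls: amphotericin B positive control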
# MRP-1 activ – H69AR viability gain despite doxorubicin, primary screen, MRP-1 activator project, H69AR cells, CellTiter-Glo; viability rescue; viability increase, % at 10 µM; hit rate 0.61% among 140,000;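 active = viability gain under doxorubicin at or above a set limit, the compound median plus 3 SD, cut at about 4.7% in these data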;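 note: MRP-1 overexpressing cells given doxorubicin 25 µM after compound pretreatment; 18-22 h compound pretreatment then 72 h with doxorubicin before readout; 0% = doxorubicin-only wells and 100% = vehicle-treated cells without doxorubicin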
# Measles CPE – compounds protecting cells from measles virus cytopathic effect, primary screen, measles RdRp inhibitor project, single point, MLSMR library, absorbance; Measles virus-infected cells, CPE protection; protection (pct of control), % at 4 µM; hit rate 1.5% among 140,000; AID 841, 2007; in the data active = protection mostly above about 24%, no sharp cut-off; inactive = mostly below about 26%; note: some compounds called inactive have numbers as strong as hits
# Phagocyt inh – inhibitors of macrophage phagocytosis, primary screen, imaging, J774A.1 cells, IgG beads. J774A.1 macrophage IgG-bead phagocytosis. hit rate 0.07% among 110,000. AID 1029, 2008. inhibition, % at 5 µM;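 active = inhibition above the mean of the plate negative controls plus 5 SD, cut at about 13% in these data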;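 note: phagocytic index as fraction of beads internalized from green versus red external bead signal; plate controls were DMSO negative control for no effect and cytochalasin-D positive control for full effect; some results beyond the cut were filed as inactive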
# Yeast lifespan up – compounds extending yeast replicative lifespan, primary screen, S. cerevisiae, OD615; S. cerevisiae growth with nicotinamide; deaD strain in restrictive glucose medium; inhibition of the nicotinamide effect, % at 10 µM; hit rate 0.68% among 130,000;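 active = inhibition above a set limit, placed 3 SD over the median of all compounds, cut at about 26% in these data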;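 note: 0% = nicotinamide-treated wells and 100% = cells grown without nicotinamide; some compounds called inactive have numbers as strong as hits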
#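 System: Modified budding yeast, DeaD strain | Buffer or medium: Restrictive glucose medium | Also added: 1.5 mM nicotinamide | Doses: 10 µM single point, 0.25% DMSO | Schedule: 48 h compound exposure at 30 °C, humidified | Detection: Absorbance at 615 nm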
# NPY-Y2 antag – NPY-Y2 receptor antagonists, primary screen, cell-based; NPY-Y2 expressing cells, antagonist mode; inhibition, % at 2.7 µM; hit rate 0.99% among 140,000; AID 793, 2007; in the data active = inhibition above about 17%;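 note: 0% = vehicle with agonist challenge and 100% = reference antagonist with challenge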
# Target sequence (P49146 whole entry, looked up): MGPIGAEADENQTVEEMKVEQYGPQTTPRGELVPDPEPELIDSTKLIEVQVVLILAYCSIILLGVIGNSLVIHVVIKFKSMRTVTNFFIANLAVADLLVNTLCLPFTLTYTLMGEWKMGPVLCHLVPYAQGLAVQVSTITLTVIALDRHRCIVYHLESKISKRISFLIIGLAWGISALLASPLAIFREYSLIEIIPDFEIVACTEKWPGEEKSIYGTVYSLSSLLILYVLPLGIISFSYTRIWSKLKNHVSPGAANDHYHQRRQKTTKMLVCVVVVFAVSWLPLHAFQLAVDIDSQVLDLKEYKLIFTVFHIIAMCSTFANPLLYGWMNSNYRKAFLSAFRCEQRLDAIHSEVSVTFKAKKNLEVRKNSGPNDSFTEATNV
# GALR2 antag – GALR2 antagonists in receptor-expressing cells, primary screen; antagonist mode; AID 828, 2007; hit rate 0.39% among 140,000; inhibition, % at 4 µM; in the data active = inhibition above about 27%;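 note: cells stimulated with galanin 1-16 at roughly its EC80; 0% = agonist challenge control and 100% = basal control without agonist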
# Target sequence (O43603 whole entry, looked up): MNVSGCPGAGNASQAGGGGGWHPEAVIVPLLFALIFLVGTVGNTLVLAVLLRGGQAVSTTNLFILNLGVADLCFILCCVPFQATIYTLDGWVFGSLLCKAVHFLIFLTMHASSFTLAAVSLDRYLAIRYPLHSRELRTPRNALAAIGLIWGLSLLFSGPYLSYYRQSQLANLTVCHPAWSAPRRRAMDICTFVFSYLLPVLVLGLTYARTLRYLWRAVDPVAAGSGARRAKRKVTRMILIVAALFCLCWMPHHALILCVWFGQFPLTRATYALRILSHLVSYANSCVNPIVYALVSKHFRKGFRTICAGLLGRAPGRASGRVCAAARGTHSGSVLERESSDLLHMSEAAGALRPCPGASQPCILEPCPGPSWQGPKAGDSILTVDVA
# PTEN del growth – growth suppression of PTEN-null HCT116, primary screen, cell-based, CellTiter-Glo; HCT116 PTEN-null viability, 60 h; stronger effect = lower value; viability, % at 10 µM; hit rate 1.2% among 140,000;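 active = viability at or below a set limit, 4 SD under the median of all tested compounds, cut at about 3.7% in these data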;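 note: PTEN knockout HCT116 line with beta catenin targeted HCT116 as companion control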
# E-sel TNF inh – E-selectin induction blockers in HUVEC – imaging, immunofluorescence, high content, primary screen; hit rate 0.71% among 120,000; AID 1246, 2008; HUVEC TNFa-induced E-selectin immunofluorescence; inhibition, % at 2 µM;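 active = inhibition above the batch mean plus 3 SD, and confirmed as a hit on visual image review, cut at about 43% in these data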;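 note: 0% = TNF-stimulated DMSO wells and 100% = unstimulated control wells; not every result past the cut was called active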
# bCat KO growth – primary screen for growth suppressors in beta-catenin knockout HCT116 cells (colon tumor, human); HCT116 beta-catenin knockout viability, CellTiter-Glo, 60 h; stronger effect = lower value; viability, % at 10 µM; AID 818, 2007; hit rate 1.5% among 140,000;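 active = viability at or under a set limit, the compound median less 4 SD, cut at about 6% in these data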;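 note: 0% = Hyamine 1622 control at 20 µM and 100% = untreated cell control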
# The depositor's hits bear a star; . = no result given. An unsorted share of the library; 6.3% or so of the library scored in one or more.
SMILES,Yeast growth inh,MRP-1 activ,Measles CPE,Phagocyt inh,Yeast lifespan up,NPY-Y2 antag,GALR2 antag,PTEN del growth,E-sel TNF inh,bCat KO growth
Nc1nc2sc3c(c2cc1C(=O)N1CCOCC1)CCCC3,-22.7,-4.0,5.3,-0.5,-8.5,-1.1,13.2,98.8,-2.0,80.8
Cc1cccc(NC2(C(F)(F)F)N=C(c3ccccc3)NC2=O)n1 (centres undefined),-21.6,0.4,24.1,.,-13.3,1.1,1.4,97.3,7.2,100.3
COC(=O)c1c(-n2c(C)cc(C=O)c2C)sc2c1CCCC2,-27.2,-1.2,8.8,.,9.0,9.1,14.4,85.7,6.1,79.5
O=C(O)C1CCCN1c1ncnc2c1oc1ccccc12 (centres undefined),-27.6,-1.4,33.4,-0.3,-4.4,-1.2,11.0,91.9,-13.9,93.6
Cc1cc2c(c(=O)n1Cc1cccnc1)C(Cc1ccccc1)C(C#N)=C(N)O2 (centres undefined),-23.8,-0.7,8.9,-0.3,-0.3,-1.2,17.2,106.0,-9.3,98.8
Cn1c(=O)cc(OCCCC(=O)N2CCN(c3ccccc3)CC2)c2ccccc21,-22.3,-5.4,8.3,.,-17.2,4.9,4.7,80.6,.,78.3
CC(=O)CC(=O)Nc1cccc2c1CCCC2,-17.5,1.9,8.2,-1.1,0.6,0.9,-3.6,99.4,13.5,96.7
CCOC(=O)N1CCN(C(=O)CSc2nnc(-c3cc(OC)cc(OC)c3)o2)CC1,-42.8,-1.1,2.6,-0.2,-5.7,10.3,-6.1,108.7,-18.2,93.8
O=C(CC(c1ccco1)S(=O)(=O)c1ccccc1)c1ccc(F)cc1 (centres undefined),10.7,-4.2,5.6,-1.2,-0.9,3.3,18.8,73.5,-15.8,87.0
COc1ccc(CCC(=O)Nc2cc(Cl)ccc2N2CCN(C)CC2)cc1,-13.2,-4.5,20.2,2.3,-14.5,3.7,6.4,71.3,-5.2,74.6
CN1C(=O)C(O)(CC(=O)c2ccccc2O)c2cc(Br)ccc21 (centres undefined),53.6*,-4.4,19.4,-0.4,-9.9,4.9,11.6,22.1,-31.3,30.3
CCOc1ccc(C(=O)Nc2c3c(nn2-c2ccc(F)cc2)CS(=O)C3)cc1 (centres undefined),-17.4,-0.8,4.2,-0.7,-3.9,-0.9,-16.8,94.2,.,81.5
CCCn1c(NCc2cc(OC)ccc2OC)nc2ccccc21,5.6,-1.5,3.4,-0.6,-0.3,11.4,4.8,68.2,.,75.4
CN1CCN(S(=O)(=O)c2ccc(Cc3ccc(S(=O)(=O)N4CCN(C)CC4)cc3)cc2)CC1,-20.5,-0.5,7.7,-0.5,4.9,1.4,8.3,88.0,.,85.2
Cc1cc(C)n2nc(N)c(N=Nc3ccc4c(c3)OCO4)c2n1,-32.1,-1.1,20.9,-0.3,1.2,0.6,4.6,103.0,.,97.0
Cc1ccc(C(C(=O)NC2CCCC2)N2CCCC(C)C2)cc1 (centres undefined),-16.9,0.4,0.1,-0.7,-0.5,6.3,4.6,82.9,.,79.3
CC(C)c1ccc2nc3sc(C(=O)N4CCc5ccccc5C4)c(N)c3cc2c1,-31.2,-3.3,6.4,.,-18.0,1.1,0.9,84.3,-18.5,84.4
C=CCNC(=O)c1ccc(N(C)S(=O)(=O)c2ccc(OC)cc2)cc1,-25.7,-0.7,19.1,-2.4,-4.4,1.5,7.7,84.8,0.2,81.5
O=C(Oc1cccc2c(OC(=O)N3CCCC3)cccc12)N1CCCC1,-3.7,-4.5,12.6,.,.,2.9,-4.0,93.2,-2.5,84.9
CCCC1CC(C)(C(=O)Cn2[nH]c(=O)ccc2=O)OC1=O (centres undefined),-48.7,-1.1,3.8,-0.8,-6.2,4.0,-7.6,104.9,-4.1,102.7
COc1ccc(OC)c(S(=O)(=O)NCc2cn3cccc(C)c3n2)c1,-9.3,-2.3,15.7,.,.,2.7,5.1,94.0,-14.9,89.0
Cc1ccc(NS(=O)(=O)c2cc([N+](=O)[O-])ccc2NNC(=S)Nc2cc(C)ccc2C)c(C)c1,0.6,-4.7,5.7,-5.0,-3.1,-5.8,-5.6,4.8,-12.7,8.2
CCOC(=O)c1cccc(NC(=O)CSc2nnnn2C)c1,-38.5,-2.3,15.6,-0.7,-17.2,2.4,-0.4,93.0,.,98.2
CCc1nc(C)ccc1OC(=O)C12CC3CC(CC(C3)C1)C2,-20.2,-0.4,15.7,-6.2,2.1,3.1,2.0,99.2,.,88.8
O=C(O)C1C2C=CC(O2)C1C(=O)NCc1ccccc1Br (centres undefined),-15.7,1.2,36.0,.,-1.8,2.2,-2.2,99.7,29.7,101.0
# (next part)
SMILES,Yeast growth inh,MRP-1 activ,Measles CPE,Phagocyt inh,Yeast lifespan up,NPY-Y2 antag,GALR2 antag,PTEN del growth,E-sel TNF inh,bCat KO growth
CC(C)CC1(C)NC(=O)N(CC(=O)NC(=O)Nc2ccc3c(c2)OCCO3)C1=O (centres undefined),-28.0,-0.5,16.4,1.0,-4.4,-0.6,9.3,100.7,.,101.5
CCCCCCCSc1nsc(N)n1,-33.2,-0.3,18.1,.,.,-0.1,9.2,78.1,1.6,99.9
COc1cccc(N2CC(C(=O)NC3CCCCC3)CC2=O)c1 (centres undefined),-31.5,-2.1,0.1,0.3,-4.9,2.2,-0.1,103.3,-10.1,88.4
CCC(=O)Nc1c(C(=O)N2CCN(c3ccccn3)CC2)cnn1-c1ccc(Cl)cc1,6.1,-2.6,22.8,-4.8,7.4,-0.1,-11.3,109.6,.,92.5
COc1ccc2c(C(=O)CN3CC(C)OC(C)C3)c[nH]c2c1 (centres undefined),-20.3,-3.7,6.5,2.1,-6.5,3.1,-0.9,99.2,.,92.5
O=C(Cn1nc(-c2ccc(Cl)cc2)c2ccccc2c1=O)NCC1CCCO1 (centres undefined),-15.9,-2.0,2.4,-3.2,-7.5,4.7,4.3,93.5,1.4,93.5
Cn1ccnc1C(=O)c1cccc([N+](=O)[O-])c1,-8.7,-0.5,4.0,-4.7,-7.2,-0.4,-3.6,104.3,11.0,89.1
CCc1c(C)sc(NC(=O)c2cnn3cccnc23)c1C#N,-33.5,-1.6,8.1,-1.2,-13.6,-0.7,-9.6,73.2,-1.1,73.9
CC(C)CNC(=O)c1nc(-c2ccccc2)n(-c2ccccc2)n1,-28.7,-3.2,5.8,.,-20.3,0.8,7.3,100.2,.,98.0
COc1cccc(CN2CCC(C(=O)N3CCN(c4ccccc4F)CC3)CC2)c1,-35.7,-1.3,3.6,-3.1,6.5,10.9,4.5,88.7,3.3,89.4
COc1ccccc1OC1OC2COC(c3ccco3)OC2C(O)C1NC(C)=O (centres undefined),15.1,-1.8,15.2,-7.4,-4.1,-0.6,-7.4,99.3,-5.4,92.8
Cc1ccc(S(=O)(=O)N2CCCC(C(=O)NCCCN3CCCCC3C)C2)cc1 (centres undefined),-14.2,-1.8,2.2,-2.3,-13.2,1.9,-1.0,92.8,-7.2,96.9
N#Cc1nn(-c2ccccc2)nc1N1CCCCC1,-40.5,-1.5,9.8,-0.3,-32.7,4.7,17.5,68.2,-12.8,71.8
O=C(NCCN1CCCCCC1)c1ccc(CS(=O)(=O)c2ccc(Br)cc2)o1,-37.7,-2.7,11.5,1.8,-12.7,2.2,8.5,92.9,.,85.6
CCOc1ccc(CCNC(=O)C2CCN(S(=O)(=O)N3CCC(C)CC3)CC2)cc1OCC,-44.3,-1.0,5.3,0.1,2.2,2.5,-1.1,96.0,3.1,88.4
Nn1c(SCC(=O)NC(=O)NCc2ccco2)nnc1-c1ccc(OC(F)F)cc1,-37.0,-2.3,6.8,-0.5,-2.3,1.1,-1.1,97.5,-38.5,100.0
O=C(NCc1cccs1)Nc1ccc(Cl)cc1,2.1,-2.8,8.0,.,.,2.1,11.2,94.2,-31.3,86.7
O=C(CSc1nnnn1C1CCCCC1)N1CCCC1,-42.0,0.4,20.7,0.8,-2.5,0.3,-2.7,94.8,.,94.3
Cc1ccccc1NC(=O)C1CCCN1S(=O)(=O)c1ccc2c(c1)n(C)c(=O)c(=O)n2C (centres undefined),-25.9,-0.3,8.1,.,2.9,0.1,12.4,93.6,-15.5,88.0
CC1(C)CC(NC(=O)Cc2ccccc2[N+](=O)[O-])CC(C)(C)N1,-43.1,-2.4,12.5,0.2,0.1,1.5,8.3,86.0,.,92.3
COc1ccc(-c2[nH]ncc2-c2cnc(C)s2)c(O)c1,-15.1,0.1,15.8,-0.7,-6.7,-1.5,12.1,101.1,.,102.3
CCOc1ccccc1NC(=O)COC(=O)CSc1ccc(Cl)cc1,-8.4,-3.3,11.1,-6.7,-5.9,10.6,4.8,93.8,-5.6,102.5
COc1ccc(C2c3ccc4ccccc4c3Oc3ncn4nc(Cc5ccccc5)nc4c32)cc1OC (centres undefined),-76.8,1.1,9.7,-14.3,4.2,2.7,-0.7,70.9,7.0,83.6
CN(C)c1ccc(/C=C2/C(=O)N(c3ccc([N+](=O)[O-])cc3)N=C2N2CCOCC2)cc1,-81.7,1.2,2.0,.,-1.0,0.7,6.0,99.1,.,118.3
CCC1(C)COC2(OC1)C(=O)Nc1ccccc12 (centres undefined),-51.5,-0.7,14.3,-0.7,-4.9,3.0,13.4,107.0,-25.6,91.4
# Next section:
SMILES,Yeast growth inh,MRP-1 activ,Measles CPE,Phagocyt inh,Yeast lifespan up,NPY-Y2 antag,GALR2 antag,PTEN del growth,E-sel TNF inh,bCat KO growth
O=C(CCCNC(=O)/C(=C\c1ccccc1F)NC(=O)c1ccccc1)OCc1ccccc1,-63.4,-0.8,29.9,.,17.8,5.5,2.2,92.3,8.1,93.2
C=CCNC(=S)Nc1sc2c(c1C(=O)OCC)CC(C)(CC)OC2 (centres undefined),-45.6,-3.6,9.9,.,-3.6,2.7,-1.3,93.8,-5.5,88.7
COC(=O)c1c(C)[nH]c(C(=O)CN2CCOCC2)c1C,17.8,-1.3,7.8,1.0,-2.9,3.1,1.9,87.5,.,78.7
COc1ccc(/C=N/NC(=O)Nc2cccc3nsnc23)c(OC)c1,-1.6,0.5,9.8,-0.5,-5.2,0.2,4.5,91.4,.,103.8
CCOC(=O)c1c(C)nc(SC)c(C#N)c1-c1ccccc1,-42.6,-3.7,5.7,-7.6,-0.7,11.2,-5.9,78.5,.,87.1
COc1ccc(Nc2nc(NCCO)nc(OC)n2)cc1,-62.4,0.6,16.2,-0.6,11.1,2.1,-2.2,101.3,4.1,95.5

# Bioassay records (PubChem)
